Compound activity as filed in PubChem.
GLS inh = blocks human kidney-isoform glutaminase activity; AID 624170; 410,000 compounds, 0.21% hits; GLS enzymatic activity, qHTS titration; Potency, µM (highest dose often 45.5 µM), for the others: top-dose activity change, negative = inhibition, usual class: inhibitors; also: % is scaled to controls: 0 for no effect and ±100 for the full control effect
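Coupled fluorescence readout: glutamate oxidase/HRP/Amplex Red detect glutamate formed by hKGA from L-glutamine (1 mM solution added). Buffer 45 mM KH2PO4 pH 8.2, 0.02% Tween-20; reads at t0 and 30 min RT.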
rTrxR1 inhibitor = rat TrxR1 inhibition | Potency, µM (series often up to 114 µM), for the others: at the highest dose activity change, negative = inhibition, actives largely listed as inhibitors | O89049 | recombinant rTrxR1, NADPH fluorescence consumption, selenite substrate | 390,000 compounds, 1% hits | AID 588453; also: % is scaled to controls: 0 for no effect and ±100 for the full control effect; nearly all actives have a fitted effect of over 65% in size
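Rat TrxR1 (90 nM in the dispensed reagent) was pre-reduced with 400 uM NADPH for 5 min at room temperature, then incubated with compound for 15 min. After 400 uM selenite was added, NADPH fluorescence (Ex 340/Em 450 nm) was followed for 8 min.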
Pin1 inhibitor = blocks the human prolyl isomerase Pin1 | Q13526 | Pin1 FP peptide displacement, HiFluor488, 10 min | Potency, µM (doses to about 115 µM), for inactives: at the top dose activity, negative = inhibition, hits mostly inhibitors | 390,000 compounds, 0.009% hits | AID 504891; active = well fitted inhibition curve with a large enough effect in the polarisation, with a control signal flat, not every such curve was filed as active; inconclusive = small, poorly fitted or top-dose-only effect, or effect the other way, or a change in a side signal; inactive = no such curve, though single readings can be large or run the other way; the % refers to the polarisation; also: % is scaled to controls: 0 for no effect and ±100 for the full control effect
RGS4 inhibitor = blocks human RGS4-accelerated GTP hydrolysis. P49798. Transcreener GDP fluorescence polarization, RGS4-accelerated GTP hydrolysis. Potency, µM (series often up to 114 µM), without a hit: at the highest dose activity change, negative = inhibition, usual class: inhibitors. 390,000 compounds, 0.039% hits. AID 504845; also: % is scaled to controls: 0 for no effect and ±100 for the full control effect; nearly all actives have a fitted effect of over 75% in size; some results filed as inactive show a strong effect at the top dose
Target sequence (P49798 whole entry, looked up): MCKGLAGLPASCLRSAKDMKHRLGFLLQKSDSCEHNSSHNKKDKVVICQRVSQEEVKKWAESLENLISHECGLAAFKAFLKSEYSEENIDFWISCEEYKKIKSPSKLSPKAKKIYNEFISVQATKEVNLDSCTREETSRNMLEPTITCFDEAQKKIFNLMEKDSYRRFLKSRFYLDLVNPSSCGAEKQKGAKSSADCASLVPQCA
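MLSMR compounds (23 nl, pin-transferred) preincubated 10 min at room temperature with a 500nM (2x) first reagent, then RGS4 at 900nM (2x) plus Transcreener GDP mix added; fluorescence polarization (620/688 nm) read before and after 90 min at 30 °C.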
ALOX12 inh = inhibitors of human 12S-lipoxygenase ALOX12; purified 12hLO, xylenol orange hydroperoxide absorbance; Potency, µM (titrated, usually from 108 µM), for inactives: at the highest dose activity change, negative = inhibition, most hits filed as inhibitors; 580,000 compounds, 1.1% hits; also: % is scaled to controls: 0 for no effect and ±100 for the full control effect
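Purified human 12hLO (150 nM final) in 25 mM Hepes, 0.01% Triton X-100, pH 7.0 was preincubated 15 min at room temperature with compound. Then 40 uM arachidonic acid was added, 30 min. Hydroperoxide was read by Fe-XO absorbance ratio 573/405 nm.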
ERG Ets-DNA blk = ERG Ets/DNA interaction inhibition; P11308; fluorescence polarization, His-ERG Ets domain / labelled DNA; Potency, µM (top dose mostly 76.9 µM), for inactives: top-dose FP activity, negative = inhibition, usual class: inhibitors; 370,000 compounds, 0.028% hits; active = well fitted inhibition curve with a large enough effect in the polarisation, with a control signal flat; inconclusive = small, poorly fitted or top-dose-only effect, or effect the other way, or a change in a side signal; inactive = no such curve, though single readings can be large or run the other way; the % refers to the polarisation;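 also: polarization taken with two DNA probes labelled with fluorescein and Texas red; % of control where 0% means no effect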
Target sequence (P11308 whole entry, looked up, the tested form may be a part): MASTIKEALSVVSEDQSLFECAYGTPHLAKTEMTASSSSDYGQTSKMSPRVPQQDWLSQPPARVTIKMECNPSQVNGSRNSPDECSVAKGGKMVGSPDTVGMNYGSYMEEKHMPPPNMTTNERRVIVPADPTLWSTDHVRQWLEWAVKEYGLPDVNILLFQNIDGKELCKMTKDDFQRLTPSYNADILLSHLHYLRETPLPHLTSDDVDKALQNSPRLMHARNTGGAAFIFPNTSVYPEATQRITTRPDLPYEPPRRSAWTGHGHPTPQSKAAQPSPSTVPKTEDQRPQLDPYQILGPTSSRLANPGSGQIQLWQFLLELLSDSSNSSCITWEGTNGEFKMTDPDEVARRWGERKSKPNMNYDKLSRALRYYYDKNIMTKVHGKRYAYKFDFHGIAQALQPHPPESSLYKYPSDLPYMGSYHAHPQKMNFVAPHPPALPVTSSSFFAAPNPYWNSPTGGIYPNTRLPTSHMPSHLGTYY
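His-tagged ERG Ets domain (1 uM in the protein solution; 300mM KCl, 50mM Tris-HCl, 1mM EDTA, 1mM DTT, pH 7.5) received compound, then a probe mix of 5 nM fluorescein-DNA and 100nM Texas-615-DNA. Fluorescence polarization was read for both dyes.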
PGK inhibitor = inhibitors of T. brucei phosphoglycerate kinase; Potency, µM (series often up to 57.5 µM), for the others: top-dose activity change, negative = inhibition, actives largely listed as inhibitors; AID 602233; P07378; PGK/GAPDH coupled, Kinase-Glo luminescence, 60 min; 380,000 compounds, 0.043% hits; also: % is scaled to controls: 0 for no effect and ±100 for the full control effect; nearly all actives have a fitted effect of over 60% in size
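Recombinant glycosomal PGK reaction used 1,3-bisphosphoglycerate generated in-well by GAPDH (100nM final) in 100mM TEA pH 7.6, 5mM MgCl2, 0.01% Tween-20. After 60 minutes at room temperature, ATP was read by Kinase-Glo Plus luminescence end-point.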
HP1b binding inh = HP1-beta chromodomain-methylated histone interaction inhibition; AlphaScreen HP1-beta / biotin-H3K9me3 peptide binding; Potency, µM (series often up to 114 µM), without a hit: at the top dose activity change, negative = inhibition, actives largely listed as inhibitors; 390,000 compounds, 0.56% hits; AID 540317; also: nearly all actives have a fitted effect of over 70% in size; inactives centre near 23
Target sequence (P83916 whole entry, looked up): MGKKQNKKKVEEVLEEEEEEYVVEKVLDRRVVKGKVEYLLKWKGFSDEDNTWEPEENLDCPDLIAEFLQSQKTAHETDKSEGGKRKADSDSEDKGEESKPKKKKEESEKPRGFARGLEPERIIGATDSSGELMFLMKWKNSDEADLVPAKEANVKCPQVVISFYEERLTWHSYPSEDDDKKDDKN
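AlphaScreen: HP1-beta (50 nM) preformed 30 min with biotin-H3(1-18)K9me3 peptide (50 nM) in PBS pH 7.4, 0.01% Tween-20. Compound added for 30 min at RT, then streptavidin donor/nickel chelate acceptor beads (10 ug/mL) for 30 min.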
JMJD2A Tudor = blocks the human JMJD2A Tudor domain; O75164; Potency, µM (titrated, usually from 114 µM), without a hit: top-dose activity change, negative = inhibition, actives largely listed as inhibitors; 390,000 compounds, 4.4% hits; AID 504339; AlphaScreen JMJD2A-Tudor / H3K4me3 peptide binding; also: % is scaled to controls: 0 for no effect and ±100 for the full control effect; nearly all actives have a fitted effect of over 50% in size
* hit, by the source's call; i = inactive; ? = inconclusive; . = no result given; [ ] = remark or other dose. Unless noted, calls follow the shape of the dose curve; as a rule, active = well fitted curve in the direction sought with a large enough effect; inconclusive = small, poorly fitted or top-dose-only effect, or another doubt; inactive = no such curve, though single readings can be large; an effect the other way counts as inactive or inconclusive. Potency is read from the fitted curve at half-maximal effect.

ALOX12 inh | RGS4 inhibitor | rTrxR1 inhibitor | ERG Ets-DNA blk | PGK inhibitor | GLS inh | JMJD2A Tudor | Pin1 inhibitor | HP1b binding inh | SMILES
-26% | 5% | 19% | -2% | -2% | 2% | -21% | 5% | 13% | COc1ccc(-c2cc(C)no2)cc1S(=O)(=O)NCC1CCN(Cc2cc(C)ccc2C)CC1
10% | 14% | -29% | 4% | i | 6% | -5% | -2% | 44%[activator] | CCN=C1S/C(=C\c2cc(Br)ccc2OCC(=O)OCC)C(=O)N1CC
-11% | -12% | 6% | 3% | -6% | -9% | 4% | ? | 7% | Cc1cccc(C)c1-n1nnnc1SCC(=O)c1c(N)n(C2CC2)c(=O)[nH]c1=O
-8% | -1% | -5% | -2% | i | 2% | -6% | 11% | 6% | COc1ccc(C2=NCCn3cccc32)c(OC)c1
-14% | 6% | 4% | 8% | -10% | 4% | -21% | -4% | 17% | Cc1ccc(O)c(CP(=O)(c2ccccc2)c2ccccc2)c1
4% | 21% | -8% | -2% | -1% | 0% | -19% | 1% | 15% | O=C(COC(=O)c1n[nH]c2ccccc12)NC(=O)NC1CCCC1
-5% | -2% | 9% | 2% | . | 2% | -19% | -2% | 8% | COc1ccc(CNc2nc(-c3ccco3)nn2C(=O)c2ccccc2Cl)cc1
25% | -14% | 17% | -1% | 4% | 2% | -6% | 8% | 31% | CCOc1ccc(S(=O)(=O)NCCC(=O)NCC(c2ccc(OC)cc2)N2CCCC2)cc1 (centres undefined)
-2% | -13% | 25% | -12% | -4% | 0% | 6% | 25% | 9% | Cc1ccccc1N1CCN(S(=O)(=O)c2ccc3ccccc3c2)CC1
-4% | -7% | 7%[57.1 µM] | -10% | -1% | -2% | 2% | 3% | 27% | O=C(NCc1ccco1)/C(=C\c1ccco1)NC(=O)c1ccc(Br)o1
0% | 1%[56.9 µM] | -4% | 4% | i | 0% | -11%[57.1 µM] | -10% | 59%[activator] | CC1=CCC2C(=O)N(c3nc(C)cc(C)n3)C(=O)C2C1 (centres undefined)
-21% | 0% | -13% | . | 1% | 19% | -11% | -4% | 17% | O=C(CCCC(=O)NN=Cc1cccc(O)c1)NN=Cc1cccc(O)c1
-12%[57.4 µM] | -25% | 16% | . | -4%[11.5 µM] | 17% | -18% | 9% | 15% | C=CCNc1ncnc2c1[nH]c1ccc(C)cc12
8% | -17% | 7% | 9% | -3% | -1% | -6% | 1% | 40%[activator] | O=C(C1CCCN(C2CC(=O)N(c3ccc(Cl)cc3)C2=O)C1)N1CCCC1 (centres undefined)
-20% | -17% | ? | 8% | -6% | 0% | ? | 14% | 5% | Cc1cccc2sc(NC(=O)Cn3cccc3)nc12
7% | -10% | 0%[57.1 µM] | 4% | i | 0% | -19% | 11% | 46%[activator] | CCOc1ccc2nc(NS(C)(=O)=O)sc2c1
0% | -19% | 7%[57.1 µM] | -3% | i | -1% | -25% | 0% | 12% | O=[N+]([O-])c1cccc(/C(=N/N=C/c2ccccc2Br)C23CN4CN(CN(C4)C2)C3)c1
-28% | -2% | 15%[57.1 µM] | 6% | 19% | -1% | -21% | 16% | 30% | COc1ccccc1CNc1ncnc2c1c(-c1ccccc1)cn2-c1ccc(Br)cc1
209%[activator] | -9% | -7%[57.1 µM] | 15% | 4% | -10% | -17% | 2% | 25% | Nc1nnc(CC(=O)N/N=C/c2ccccc2OCc2ccc(F)cc2)s1
-7% | 11% | 15% | -4% | . | 2% | -4% | 2% | 4% | NC(=O)Cn1c(=O)n(CCCCCC(=O)NCc2ccc(F)cc2)c(=O)c2sccc21

ALOX12 inh | RGS4 inhibitor | rTrxR1 inhibitor | ERG Ets-DNA blk | PGK inhibitor | GLS inh | JMJD2A Tudor | Pin1 inhibitor | HP1b binding inh | SMILES
-1% | 1% | 114%[activator] | -12% | -10% | 6% | 10% | -12% | 39% | C#Cc1ccc(CN2CCC(Oc3cc(C(=O)NC4CC4)ccc3OC)CC2)cc1
2% | 11% | -23% | 1% | -1% | 3% | -7% | 4% | 12% | COc1ccccc1NC(=O)CN(Cc1ccco1)C(=O)c1cncc(Br)c1
. | ? | 18% | 11% | 1% | -3% | 7% | 0% | 37% | Cc1cc2[nH]c(=O)c(=O)[nH]c2cc1S(=O)(=O)NCc1ccc(Cl)cc1
? | -4% | -4% | -9% | -10% | 3% | ? | -2% | -14% | CN(C)CCCN(C(=O)c1ccc(S(=O)(=O)N2CCCCCC2)cc1)c1nc2cc3c(cc2s1)OCCO3
-14% | 10% | 10%[57.1 µM] | 10% | 9% | 1% | -14% | 3% | 26% | COc1ccc(C(C)=O)cc1CSc1nc(NCCc2ccccc2)c2ccccc2n1
-9% | -26% | 2% | -2% | -4% | 0% | 128%[activator] | -6% | 245%[activator] | CC(C)(C)c1cc(N2CCOCC2)n2ncc(-c3ccccc3)c2n1
-5% | -24%[56.9 µM] | 18% | -8% | i | -8% | -25% | -12% | 6% | COc1ccc(C(=O)O)cc1S(=O)(=O)Nc1ccc(C)cc1
5% | 2%[56.9 µM] | 14% | -1% | 0% | -9% | -14% | -5% | 16% | COc1ccc(CN(C)C(=O)Cn2ccsc2=N)cc1OC
-16% | 1% | 16%[11.4 µM] | 5% | i | 3% | -1% | 19% | 51% | COc1ccc(OC)c(/C=C/C(=O)OCC(=O)NCc2ccccc2)c1
? | -12% | 23% | 3% | -3% | 4% | -29% | -10% | 13% | c1ccc(-c2csc(Nc3ccccn3)n2)cc1
18% | -2% | 7% | -8% | -4% | 10% | -15% | -2% | -9% | CN1CCN(NC(=O)c2cc(Br)ccc2Cl)CC1
? | ? | 2%[57.1 µM] | -8% | -1% | 2% | 35µM* | 7% | ? | O=C(c1ccccc1)N1N=C(c2ccco2)CC1c1cccs1 (centres undefined)
-21% | 12% | 1%[57.1 µM] | -2% | 2% | -8% | 9% | -2% | 29% | C/[N+]([O-])=C1\Cc2ccccc2C1=O
? | 2% | 14%[57.1 µM] | 3% | 7% | 2% | 14% | ? | 72%[activator] | Cc1cc(-c2ccc(C)c(S(=O)(=O)NCCc3ccccc3)c2)on1
-11% | ? | 17%[57.1 µM] | -2% | i | ? | -28%[11.4 µM] | 6% | ? | Cc1cc(C)cc(NC(=O)CN(c2ccc(F)cc2)S(C)(=O)=O)c1
-13% | -2% | -4% | -3% | -1% | 12% | -12% | -4% | 13% | COc1cc(C(=O)N[C@H](C(=O)NC2CCCCCC2)C(C)C)cc(OC)c1OC
-4% | 22% | 7% | -8% | 1% | -1% | -5% | -10% | 33% | O=C(Cc1ccccc1)NC1CCS(=O)(=O)C1 (centres undefined)
0% | -10% | -1% | -10% | ? | -11% | -24% | 2% | 9% | O=C(NCc1ccco1)c1ccc(Cl)nc1
-24% | 27% | 16%[57.1 µM] | 2% | 8% | 16% | -9% | -8% | 26% | O=C(NCc1cccnc1)c1ccc(NC(=O)c2ccco2)cc1
-13% | 5% | 3%[57.1 µM] | -6% | -1% | 0% | -3% | -7% | 6% | CCS(=O)(=O)N1CCN(c2ccnc3cc(Cl)ccc23)CC1
485%[activator] | -10% | -21% | 16% | 0% | 9% | -14% | 3% | 23% | O=C(NCC(c1ccco1)N1CCCCC1)c1cccc(S(=O)(=O)Nc2ccccc2Cl)c1 (centres undefined)

Not a retest: seven of the compounds above.
ALOX12 inh | RGS4 inhibitor | rTrxR1 inhibitor | ERG Ets-DNA blk | PGK inhibitor | GLS inh | JMJD2A Tudor | Pin1 inhibitor | HP1b binding inh | SMILES
-26% | 5% | 19% | -2% | -2% | 2% | -21% | 5% | 13% | COc1ccc(-c2cc(C)no2)cc1S(=O)(=O)NCC1CCN(Cc2cc(C)ccc2C)CC1
10% | 14% | -29% | 4% | i | 6% | -5% | -2% | 44%[activator] | CCN=C1S/C(=C\c2cc(Br)ccc2OCC(=O)OCC)C(=O)N1CC
-11% | -12% | 6% | 3% | -6% | -9% | 4% | ? | 7% | Cc1cccc(C)c1-n1nnnc1SCC(=O)c1c(N)n(C2CC2)c(=O)[nH]c1=O
-8% | -1% | -5% | -2% | i | 2% | -6% | 11% | 6% | COc1ccc(C2=NCCn3cccc32)c(OC)c1
-14% | 6% | 4% | 8% | -10% | 4% | -21% | -4% | 17% | Cc1ccc(O)c(CP(=O)(c2ccccc2)c2ccccc2)c1
4% | 21% | -8% | -2% | -1% | 0% | -19% | 1% | 15% | O=C(COC(=O)c1n[nH]c2ccccc12)NC(=O)NC1CCCC1
-5% | -2% | 9% | 2% | . | 2% | -19% | -2% | 8% | COc1ccc(CNc2nc(-c3ccco3)nn2C(=O)c2ccccc2Cl)cc1

The list is partial, so the mix of outcomes need not match the whole.
